V-ATPase pHluor – regulators of yeast V-ATPase proton pumping, primary screen, pHLuorin cytosolic pH fluorescence | response, % at 10 µM | hit rate 0.37% among 350,000 | S. cerevisiae | AID 504577, 2011; in the data active = response mostly above about 7.3%, no sharp cut-off; inactive = mostly below about 5.4%; note: actives read high; inactives centre near 0; some compounds called inactive have numbers as strong as hits; reference of the scale not given here
NSD2 inh – NSD2 histone methyltransferase inhibitors, primary screen, biochemical, AlphaScreen, single concentration, set 2; Histone-lysine N-methyltransferase NSD2 (Homo sapiens), O96028; AID 743445, 2014; inhibition, % at 12.5 µM; hit rate 0.54% among 310,000; NSD2 peptide methylation, 120 min; in the data active = inhibition above about 50%
dFosB activator – activators of delta FosB homodimer, primary screen, biochemical, fluorescence polarization, TAMRA-CDK5 oligo, single point | Protein FosB (Mus musculus), P13346 | purified delta FosB; percent of positive-control signal above neutral wells | activation, % at 25 µM | hit rate 0.99% among 340,000 | AID 493131, 2011;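 active = mean activation above about 17%, with every replicate also reaching it, limit read from the data, passing the limit was not always enough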;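 note: fluorescence polarization rise as delta FosB binds a TAMRA Cdk5 AP-1 oligo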
Target sequence (P13346 whole entry, looked up): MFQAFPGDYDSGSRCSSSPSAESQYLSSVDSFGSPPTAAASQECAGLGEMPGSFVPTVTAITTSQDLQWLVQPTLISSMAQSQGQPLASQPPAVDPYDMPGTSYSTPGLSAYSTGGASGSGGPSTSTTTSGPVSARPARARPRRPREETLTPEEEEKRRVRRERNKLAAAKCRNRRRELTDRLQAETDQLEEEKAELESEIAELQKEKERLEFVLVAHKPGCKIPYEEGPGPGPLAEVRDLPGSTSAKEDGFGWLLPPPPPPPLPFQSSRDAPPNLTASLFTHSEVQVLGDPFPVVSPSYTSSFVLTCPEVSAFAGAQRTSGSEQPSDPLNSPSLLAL
SR-BI DiI inh – inhibitors of SR-BI mediated HDL lipid uptake, primary screen, ldlA[mSR-BI] cells, fluorescence, single point; Scavenger receptor class B member 1 (Mus musculus), Q61009; AID 488896, 2010; ldlA[mSR-BI] CHO cells, DiI-HDL uptake fluorescence, 3 h; hit rate 0.96% among 320,000; inhibition, % at 12.5 µM;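 active = mean replicate inhibition of at least 70% and a set share of replicates each scoring 70 or more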;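 note: 0% = median of neutral control wells and 100% = median of positive control wells; values of inactives mirror those of a sister screen read the other way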
PvdQ acylase – P. aeruginosa PvdQ acylase inhibitors, primary screen, biochemical, fluorescence, plate reader and imaging, single point. PvdQ acylase [Pseudomonas aeruginosa LESB58]. purified PvdQ acylase. inhibition, % at 10 µM. hit rate 0.063% among 340,000. AID 488965, 2010; in the data active = inhibition above about 30%, passing the limit was not always enough;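 note: 0% = vehicle neutral wells and 100% = reference inhibitor wells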
CDK5 p35 inh – inhibitors of human CDK5/p35 kinase, primary screen, biochemical, single concentration; Cyclin-dependent kinase 5 (Homo sapiens) + Cyclin-dependent kinase 5 activator 1 (Homo …; Recombinant CDK5/p35, ADP-Glo luminescence, 60 min; inhibition, % at 10 µM; hit rate 0.01% among 330,000; AID 488839, 2010;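 active = highest replicate inhibition of at least 50% and at least 75% of replicates reaching 50%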;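 note: plate controls were DMSO neutral control for no effect and GW8510 at 10 µM for full effect; many of its hits are not listed in these tables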
Target sequence (Q00535 whole entry, looked up): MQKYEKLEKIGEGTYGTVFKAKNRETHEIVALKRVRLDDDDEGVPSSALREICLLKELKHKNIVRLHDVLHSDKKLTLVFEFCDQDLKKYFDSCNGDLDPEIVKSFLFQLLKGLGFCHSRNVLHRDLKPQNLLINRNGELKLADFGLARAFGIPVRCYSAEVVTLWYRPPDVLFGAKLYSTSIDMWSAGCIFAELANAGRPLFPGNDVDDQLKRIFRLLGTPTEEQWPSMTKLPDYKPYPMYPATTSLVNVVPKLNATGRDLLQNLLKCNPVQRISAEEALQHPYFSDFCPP
Target sequence (Q15078 whole entry, looked up): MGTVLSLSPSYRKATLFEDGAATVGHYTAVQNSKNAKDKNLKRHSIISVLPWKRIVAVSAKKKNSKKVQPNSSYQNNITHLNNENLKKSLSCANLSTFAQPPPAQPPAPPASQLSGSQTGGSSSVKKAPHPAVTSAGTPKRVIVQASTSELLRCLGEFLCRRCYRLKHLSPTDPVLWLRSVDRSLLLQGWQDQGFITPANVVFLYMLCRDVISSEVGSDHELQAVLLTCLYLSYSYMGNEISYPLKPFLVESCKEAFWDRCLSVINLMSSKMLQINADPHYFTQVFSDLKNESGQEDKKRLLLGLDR
HTR5A ag – HTR5A agonists in luminescence cell assay, primary screen, counter-screen for OPRM1-OPRD1 heterodimer agonist project, full-deck HTS; cell-based; activation, % at 9.3 µM; hit rate 0.61% among 340,000; AID 504692, 2011; in the data active = activation mostly above about 9.5%, no sharp cut-off; inactive = mostly below about 7.6%;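 note: 0% = cells with vehicle only and 100% = reference agonist; strong numbers were not always called active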
MITF TRPM1 HTS – activators of MITF-driven TRPM1 promoter reporter, primary screen, cell-based, SK-MEL-5, luciferase, single point; hit rate 0.75% among 300,000; AID 588334, 2011; activation, % at 12.5 µM; SK-MEL-5 TRPM1-promoter luciferase, 24 h; % of positive control, neutral wells = 0;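 active = mean activation of at least 80% with every replicate also reaching 80%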;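 note: 0% = neutral control wells and 100% = parthenolide positive control wells; values of inactives mirror those of a sister screen read the other way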
Wnt act – Wnt/beta-catenin pathway activators, primary screen, cell-based, plate reader, single point | hit rate 1.2% among 300,000 | AID 743398, 2014 | activation, % at 9.35 µM | Wnt/beta-catenin reporter cell assay, activator; in the data active = activation above about 30%, passing the limit was not always enough;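 note: 0% = neutral control wells and 100% = positive control wells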
HTR5A inv ctr – HTR5A inverse agonists in luminescence cell assay, primary screen, counter-screen for OPRM1-OPRD1 heterodimer inverse agonist project, full-deck HTS. HTR5A cell line, inverse agonism. inhibition, % at 9.3 µM. hit rate 0.083% among 340,000. AID 504634, 2011; in the data active = inhibition mostly above about 23%, no sharp cut-off; inactive = mostly below about 18%;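 note: 0% = cells with DMSO and 100% = no-cell wells with DMSO; some compounds called inactive have numbers as strong as hits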
Starred values were filed as active, the others as inactive; . = not tested or not shown.

SMILES	V-ATPase pHluor	NSD2 inh	dFosB activator	SR-BI DiI inh	PvdQ acylase	CDK5 p35 inh	HTR5A ag	MITF TRPM1 HTS	Wnt act	HTR5A inv ctr
O=C(c1cn(-c2ccccc2)nc1-c1cccs1)N1CCN(c2ccc(F)cc2)CC1	-0.9	-3.0	1.1	38.2	-10.7	0.8	5.9	7.1	.	-15.6
CCSc1nc2ccc(C)cc2cc1C#N	-0.7	-1.9	5.3	31.8	-10.0	-0.3	3.9	30.3	3.4	-10.9
CCC(C(=O)Nc1nccs1)(C(F)(F)F)C(F)(F)F	-4.4	2.5	0.9	10.7	0.1	0.3	-1.7	10.8	.	17.1
O=C(O)CCCCCNC(=O)OCC1c2ccccc2-c2ccccc21	-3.3	-3.5	-2.5	-2.9	-0.5	-0.6	2.3	1.7	0.9	-8.9
CCCCN1C(=N)N([C@@H](CCC)CN2CCC[C@H]2CN2C(N)=NC[C@H]2C(C)C)C[C@H]1[C@H](C)CC	3.3	.	-3.3	-8.8	-18.1	1.2	6.5	-2.0	-2.3	-24.5
COc1ccc(S(=O)(=O)N2CCOCC2)cc1NC(=O)/C=C/c1ccccc1	-2.3	-0.5	-11.8	13.5	-9.7	-0.1	10.5	-10.3	-0.8	6.0
COc1ccc(C2CC(=O)C(C=NCCN3CCOCC3)=C(O)C2)cc1 (stereo not drawn)	-0.2	-1.4	1.7	.	-1.6	-1.2	-2.9	-14.9	.	-27.5
Cc1ccc(NC(=O)CN(C)C(=O)CSc2nncn2C)cc1	-1.3	1.6	-3.3	-11.6	6.8	1.7	1.7	-3.1	.	0.0
CCCNS(=O)(=O)c1ccc(OCC(=O)N2CCC(C(=O)OCC)CC2)cc1	3.2	-7.1	3.6	16.1	3.3	0.5	0.0	.	3.3	-16.7
CN=C(Nc1cccc(Cl)c1)SC1CC(=O)N(c2ccc(OC)cc2)C1=O (stereo not drawn)	3.2	0.1	1.0	17.0	-15.1	-1.6	.	-2.1	-2.1	.
Cc1cccc(/C=N/NC(=O)c2cccc(NC(=O)c3ccccc3)c2)n1	-1.9	-1.2	-19.5	42.0	-6.6	-2.5	0.9	-9.3	-0.6	-3.3
COC(=O)c1cn(C(=O)c2ccc(OC)c(OC)c2)c2ccccc12	1.9	-2.3	-15.2	58.2	-4.1	-0.4	-1.5	.	3.0	5.4
Cc1ccc2oc(=O)n(CCCOc3ccccc3C)c2c1	0.1	.	-5.4	20.4	3.3	0.6	3.1	18.2	5.9	-8.6
COc1ccc(N2CCN(C(=O)CN(c3ccccc3)S(C)(=O)=O)CC2)cc1	-1.0	3.3	-9.6	12.1	-17.1	2.5	0.0	-6.2	-2.8	0.1
COc1ccc(CC(=O)N2CCN(c3ccc(C4=NNC(=O)CC4C)cc3)CC2)cc1 (stereo not drawn)	0.5	0.2	-9.6	6.2	-14.4	-0.8	1.9	.	-1.8	-10.0
CC(C)NC(=O)C1c2ccccc2Oc2ccccc21	0.4	3.1	-1.3	-8.8	-17.1	-2.1	4.4	-10.9	1.0	-16.2
NC(=O)C1(N2CCCCC2)CCN(C(=O)CSc2nc3ccccc3s2)CC1	.	0.3	-10.9	-9.1	-12.1	1.5	-2.1	1.1	.	4.7
CCn1c(CC(=O)Nc2ccc(C)c(Cl)c2)nnc1SCc1ccc(Cl)c(Cl)c1	5.9	-7.2	9.2	1.3	-3.8	0.8	0.3	-8.3	.	-3.0
O=C(COC(=O)Cc1ccc(Br)cc1)NCC1CCCO1 (stereo not drawn)	-3.2	-4.1	12.9	-7.7	12.8	0.6	-1.8	-7.2	-23.6	7.0
Cc1ccc(NS(=O)(=O)c2cc(OCC(N)=O)c(C)cc2Cl)cc1	1.6	0.7	-4.0	10.4	-1.3	-1.1	1.8	1.9	1.7	-2.9
COC(=O)CSc1ccccc1C(=O)OC	-0.7	.	0.9	26.8	-9.3	2.0	2.9	-8.0	-2.3	0.1
Clc1ccc2oc(-c3ccccn3)nc2c1	0.9	-4.2	-5.2	1.4	-11.0	1.1	0.3	19.3	.	3.2
CCCCCCn1c(COc2ccccc2F)nnc1SCC(=O)N1c2ccccc2NC(=O)C1(C)C	3.1	-0.9	-6.1	13.0	-0.6	-0.4	5.4	-10.6	-2.4	-2.6
COC(=O)C1C(=O)OC(C)(C)C1C(C)C(=O)c1ccc(C)cc1C (stereo not drawn)	2.4	-2.2	-7.5	2.7	-10.8	-1.3	9.6	7.7	-0.9	-3.4
COc1ccccc1CNC(=O)[C@@H](NC(=O)C1CCN(C(=O)[C@@H]2CCCN2)CC1)C(C)C	-0.8	.	6.1	-7.2	7.8	1.0	-0.9	.	-1.4	-27.6

Results in NSD2 inh and MITF TRPM1 HTS, for 4 of the compounds above:
smiles,NSD2 inh,MITF TRPM1 HTS
COc1ccc(C2CC(=O)C(C=NCCN3CCOCC3)=C(O)C2)cc1 (stereo not drawn),-1.4,-14.9
Cc1ccc(NC(=O)CN(C)C(=O)CSc2nncn2C)cc1,1.6,-3.1
CCCNS(=O)(=O)c1ccc(OCC(=O)N2CCC(C(=O)OCC)CC2)cc1,-7.1,.
CN=C(Nc1cccc(Cl)c1)SC1CC(=O)N(c2ccc(OC)cc2)C1=O (stereo not drawn),0.1,-2.1

Remaining list, next part:
SMILES	V-ATPase pHluor	NSD2 inh	dFosB activator	SR-BI DiI inh	PvdQ acylase	CDK5 p35 inh	HTR5A ag	MITF TRPM1 HTS	Wnt act	HTR5A inv ctr
O=C(c1cc2c(F)cccc2s1)N1CCCC1	0.9	7.9	-2.4	6.0	-6.2	-0.8	6.2	22.1	4.8	-17.5
CCSC(SCC)[C@H](O)[C@@H](O)[C@H](O)[C@H](O)CO	4.3	.	3.7	-5.3	5.8	-0.7	-0.5	-10.2	-1.1	1.8
COc1cccc(NC(=O)c2ncn[nH]2)c1	5.3	-2.3	7.3	-16.9	0.5	-1.3	-2.7	-2.3	-3.4	-16.2
COc1cccc(-n2c(SCC(=O)Nc3cc(C)on3)nc3c([nH]c4ccccc43)c2=O)c1	-1.7	.	39.2*	37.4	-10.7	-2.0	-1.0	.	-0.7	2.9
CC(C)(C)NC(=O)NC(=O)COc1ccccc1C#N	-1.5	2.7	-3.7	-12.3	-6.9	1.1	-1.2	120.7*	40.3*	6.4
N#Cc1c(-c2ccccc2)ccn(Cc2ccc(Cl)cc2)c1=O	3.4	-0.6	-3.3	-5.7	-12.3	0.1	-0.6	.	-3.1	1.5
COc1ccc(CN(Cc2cccn2C)S(=O)(=O)c2ccccc2)cc1	-3.6	0.7	4.3	47.5	-25.9	-4.2	-0.1	-5.2	-0.6	-18.6
COc1ccc(C(=O)NCC(=O)Nc2ccc(-c3ccccc3)cc2)cc1	-1.5	.	37.9*	.	-13.5	0.5	6.1	-0.9	-2.4	-16.3
CCOC(=O)C1CCN(S(=O)(=O)c2cc3c4c(c2)C(C)C(=O)N4CCC3)CC1 (stereo not drawn)	0.1	3.8	-2.0	-23.8	-15.7	0.9	-1.2	-1.9	-0.3	4.6
Cc1cccnc1NC(=O)CCn1c(=O)oc2ccccc21	-2.2	-2.2	-9.4	0.2	-14.6	4.6	2.1	3.9	0.1	-18.8
O=C(Nc1nc(-c2nc3ccccc3s2)cs1)C1COc2ccccc2O1 (stereo not drawn)	7.9	.	-17.4	-6.6	-14.5	-1.3	7.3	5.5	1.8	-18.8
O=P(C1=C(N2CCOCC2)/C(=C\c2ccccc2)CC1)(N1CCOCC1)N1CCOCC1	4.6	.	-6.1	-38.9	-1.4	-0.4	2.5	-4.2	-2.4	19.2
O=[N+]([O-])c1ccccc1CNc1ccc(F)c(Cl)c1	-0.1	2.6	0.1	-14.2	15.0	-2.0	0.2	7.2	0.7	-0.4
COc1ccc(S(=O)(=O)CCC(=O)NCCc2ccc(S(N)(=O)=O)cc2)cc1	2.0	-0.7	-2.2	-27.8	8.8	-0.7	-0.7	0.6	.	-3.8
CC(=O)c1ccc(NC(=O)Cn2c3ccccc3c3nc(=O)cc(C)n32)cc1	0.3	3.6	-1.0	.	-15.4	-2.1	3.0	6.6	4.1	-12.5
Cc1ccc(O)c(NC(=O)c2ccc3c(c2)C(=O)N(Cc2cccnc2)C3=O)c1	1.8	20.3	6.9	15.6	0.6	-0.1	3.2	10.3	1.2	-8.2
COCCCNCc1cc(C)n(-c2cc(S(=O)(=O)N3CCOCC3)ccc2N2CCCC2)c1C	-3.7	6.4	-9.7	-15.9	-12.7	-2.8	0.1	17.9	2.9	1.8
C[C@H](CO)N1C[C@H](C)[C@@H](CN(C)Cc2ccccc2)Oc2ccc(NC(=O)CCCCCC(=O)Nc3ccccc3N)cc2C1=O	-2.0	.	-1.7	6.8	-12.8	-0.3	-5.9	-8.8	5.7	0.3
C/C=C/C1=CC(=O)C[C@H](c2ccc(Cl)cc2)C1	4.6	.	-10.2	14.2	-6.4	-0.1	4.6	4.0	-6.4	-0.5
N#C/C(=C\c1cn(Cc2cccc(F)c2)c2ccccc12)C(=O)NCc1ccco1	-1.7	-0.4	37.2*	37.7	9.6	-0.5	4.2	17.4	-1.1	-15.4
O=S(=O)(Nc1nc2ccccc2[nH]1)c1ccc2ccccc2c1	1.7	-5.6	-0.5	-5.0	0.6	1.3	-4.6	0.4	.	-22.3
CCOC(=O)C1(Cc2cccc(Cl)c2)CCCN(C(=O)c2occc2C)C1 (stereo not drawn)	-1.4	13.7	-10.0	-7.2	-5.6	-0.1	-3.0	19.6	3.4	-31.7
CC(C)(C)OC(=O)NCCOC(=O)c1[nH]cnc1C(=O)NCc1ccccc1	0.9	.	-2.4	.	-8.2	2.2	10.5	-9.9	-3.0	-3.1
O=c1nc(SCc2ccc(Cl)cc2)nc(-c2ccccc2)[nH]1	-3.0	9.8	2.1	-4.5	-3.4	2.0	0.1	.	-0.8	2.0
O=c1[nH]c2ccc(F)cc2[nH]c1=O	0.2	0.3	0.1	-11.1	-1.1	0.3	4.4	-14.0	0.0	8.3
CCN(CC)C(=O)Oc1ccc(Br)c2ccccc12	1.5	-5.0	3.9	9.8	-6.3	-0.4	7.0	-3.5	.	4.3
CCOC(=O)c1c(C)oc2c1c(C=NCCC(=O)O)c(O)c1ccccc12	0.1	163.6*	-9.4	-2.3	5.3	0.0	5.0	-21.2	-0.5	-13.5
Cc1cc(/C=N/NC(=O)c2ccncc2)c(C)n1-c1cccc(C(F)(F)F)c1	1.2	5.6	-9.4	74.2*	-7.9	-0.9	-0.5	.	-1.5	-5.3
CCn1c(SCC(=O)Nc2ccccc2)nnc1-c1ccc(S(=O)(=O)N2CCOCC2)cc1	0.4	-1.6	-2.6	1.0	-6.8	-0.4	-3.3	.	-3.6	-18.2
COc1ccc(NC(=O)c2ccc3c(c2)NC(=O)CS3)cc1	-2.8	9.0	-1.8	26.9	-4.8	0.5	-4.3	56.8	13.7	10.8

Screening data deposited in PubChem BioAssay by several laboratories.
